Source: PubChem (NCI)
All columns: NCI-60 one-dose screen, growth in % after 48 h at 10 µM unless noted; 100 = growth as untreated, 0 = no growth, -100 = all killed.
HT29: HT29 colon cancer | 81,000 compounds, 7.4% hits
HCT-116: HCT-116 colon cancer | 82,000 compounds, 7.3% hits | AID 1794798
KM12: KM12 colon cancer cells; 82,000 compounds, 5% hits; AID 1794800
SW-620: SW-620 colon cancer | 82,000 compounds, 5.2% hits
HCC-2998: HCC-2998 colon cancer | 79,000 compounds, 4.7% hits
SNB-19: SNB-19 CNS cancer cells; 81,000 compounds, 2.5% hits; AID 1794751
HCT-15: HCT-15 colon cancer; 82,000 compounds, 5.2% hits; AID 1794746
COLO 205: COLO 205 colon cancer. AID 1794742. 79,000 compounds, 7.3% hits
SNB-75: SNB-75 CNS cancer. 79,000 compounds, 5% hits
Active calls of the source: *; . = no result given; & = joins results of further samples; ! = a repeat was not active; [ ] = remark or other dose. Rule for the calls: active = growth percent below 10; inactive = the rest.

Start of the data: the first 13 compounds, to show the layout:
SMILES	HT29	HCT-116	KM12	SW-620	HCC-2998	SNB-19	HCT-15	COLO 205	SNB-75
Nc1nc(Sc2ccccc2)c2cc[nH]c(=O)c2n1	116	100	113	110	114	119	118	119	116
COc1cc(/C=C/C(=O)c2ccc(S(=O)(=O)NCCNc3nc(N(C)C)nc(N4CCOCC4)n3)cc2)cc(OC)c1OC	-100*	-100*	-100*	-100*	-100*	29	-100*	28	20
COc1ccc(NC(=O)CSc2nnc(-c3ccc4nc(-c5cc(OC)c(OC)c(OC)c5)[nH]c4c3)o2)cc1	115	106	90	112	123	110	100	121	85
NC(N)=NNS(=O)(=O)c1ccc(Nc2ncnc3ccc(NC(=O)c4cccs4)cc23)cc1	93	97	89	101	107	96	96	115	84
Cc1cc(I)nc2ccccc12	109	106	115	107	103	107	105	106	100
CCOC(=O)NNc1cccc(Cl)c1	109	111	116	102	100	98	107	123	77
N=S(=O)(NC(=O)c1ccc(Cl)cc1)c1ccc(Cl)cc1 (centres undefined)	112	94	98	87	95	88	90	114	80
c1ccc(-c2noc(CSc3nc4ccccc4s3)n2)cc1	107	102	101	105	105	98	98	106	85
CCCCCCCCCCCCCCCC(=O)OCCCCCCCCCC	111	113	108	116	111	110	104	114	111
O=C1OC(O)c2cccc3cccc1c23 (centres undefined)	104&95	102&97	97&110	105&101	104&108	98&98	109&103	102&116	80&80
O=C(CN1C(=O)NC(c2ccccc2)(c2ccccc2)C1=O)c1ccc(F)cc1	107	93	101	104	107	96	99	116	82
O=C(Cn1c(=O)sc2ccccc21)NNS(=O)(=O)c1ccccc1	109	94	110	106	109	101	110	110	96
COc1cccc(CCC(=O)c2cc3c(N)c(C(=O)Nc4cccc(Cl)c4C)sc3nc2C)c1	11	13	20	34	6.6*	24	14	7.2*	-14*

The list itself, previewed entries included:
SMILES	HT29	HCT-116	KM12	SW-620	HCC-2998	SNB-19	HCT-15	COLO 205	SNB-75
Nc1nc(Sc2ccccc2)c2cc[nH]c(=O)c2n1	116	100	113	110	114	119	118	119	116
COc1cc(/C=C/C(=O)c2ccc(S(=O)(=O)NCCNc3nc(N(C)C)nc(N4CCOCC4)n3)cc2)cc(OC)c1OC	-100*	-100*	-100*	-100*	-100*	29	-100*	28	20
COc1ccc(NC(=O)CSc2nnc(-c3ccc4nc(-c5cc(OC)c(OC)c(OC)c5)[nH]c4c3)o2)cc1	115	106	90	112	123	110	100	121	85
NC(N)=NNS(=O)(=O)c1ccc(Nc2ncnc3ccc(NC(=O)c4cccs4)cc23)cc1	93	97	89	101	107	96	96	115	84
Cc1cc(I)nc2ccccc12	109	106	115	107	103	107	105	106	100
CCOC(=O)NNc1cccc(Cl)c1	109	111	116	102	100	98	107	123	77
N=S(=O)(NC(=O)c1ccc(Cl)cc1)c1ccc(Cl)cc1 (centres undefined)	112	94	98	87	95	88	90	114	80
c1ccc(-c2noc(CSc3nc4ccccc4s3)n2)cc1	107	102	101	105	105	98	98	106	85
CCCCCCCCCCCCCCCC(=O)OCCCCCCCCCC	111	113	108	116	111	110	104	114	111
O=C1OC(O)c2cccc3cccc1c23 (centres undefined)	104&95	102&97	97&110	105&101	104&108	98&98	109&103	102&116	80&80
O=C(CN1C(=O)NC(c2ccccc2)(c2ccccc2)C1=O)c1ccc(F)cc1	107	93	101	104	107	96	99	116	82
O=C(Cn1c(=O)sc2ccccc21)NNS(=O)(=O)c1ccccc1	109	94	110	106	109	101	110	110	96
COc1cccc(CCC(=O)c2cc3c(N)c(C(=O)Nc4cccc(Cl)c4C)sc3nc2C)c1	11	13	20	34	6.6*	24	14	7.2*	-14*
CCCc1ccc(-c2cc(/C=N\O)no2)cc1	.	97	102	99	104	100	102	107	84
Cc1nnc(-c2ccc3c(c2)nc(/C=C/c2ccccc2)n3C2CCCCC2)o1	37	64	85	111	88	102	49	80	103
COc1cc(Cn2cc(C(=O)Nc3cccnc3Nc3ccc(F)cc3)nn2)cc(OC)c1OC	105	90	101	104	81	95	96	105	98
CCOC(=O)/C=C/c1ccco1	113	108	116	109	119	105	104	132	97
OC1COC(c2ccccc2)OC1C1OC(c2ccccc2)OC2COC(c3ccccc3)OC21 (centres undefined)	94	99	109	101	97	109	94	109	74
C[C@@H](NC(=O)[C@@H](CC(=O)N1CCC(N2CCCCC2)CC1)N1C(=O)[C@@H](N2C(=O)OC[C@@H]2c2ccccc2)[C@H]1/C=C/c1cccc(Cl)c1)c1ccccc1	1.9*	54	71	66	28	82	33	-55*	71
Cc1cc(=O)oc2cc(OCCCOc3ccc(/C=C/C(=O)Nc4ccc(Cl)cc4)cc3)ccc12	98	65	.	27	70	90	60	68	73
COc1cc(CNS(=O)(=O)c2ccc(C)cc2)ccc1OCc1cn(-c2cccc(C(F)(F)F)c2)nn1	102	93	107	99	.	95	99	110	70
CN1C(=O)/C(=C/c2ccc(C(=O)O)cc2)S/C1=N/c1nccs1	115	96	96	102	102	96	104	123	70
CCCCCCCCN=C(NCCCCCCCC)SCc1cccc2ccccc12	-24*	-83*	-94*	-92*	-96*	-88*	-78*	-100*	-88*
NS(=O)(=O)c1ccc(N2N=C(c3ccc(-c4ccccc4)cc3)CC2c2ccc(Cl)cc2)cc1 (centres undefined)	64	50	69	93	89	86	61	103	100
O=C(Cc1ccc(/C=C/C(=O)c2ncc[nH]2)cc1)Nc1ccccc1	4.8*	44	13	14	90	23	13	45	58
C=CCSc1nnc(-c2ccc(-c3nc4ccccc4[nH]3)cc2)o1	70	75	82	101	98	80	51	83	74
Nc1nc(Nc2cccc(F)c2)c2c(n1)C(=O)NCC2	96	100	107	115	123	99	96	.	97
NS(=O)(=O)c1ccc(C(=O)N=Nc2c(O)[nH]c3ccc(F)cc23)cc1	102	101	102	100	99	101	96	117	65
N=C(N)c1ccc(-c2ccc(-c3ccc(F)cc3)s2)nc1	8.7*	3.5*	19	26	16	80	10	-47*	100
COc1ccccc1C1CC(c2ccccc2)=NN1C(=O)c1ccc(S(N)(=O)=O)cc1 (centres undefined)	110	98	99	99	110	102	98	103	96
COc1ccc(Nc2ncccc2C(=O)NCc2cn(Cc3cccc(Oc4ccccc4)c3)nn2)c(OC)c1	3.1*	15	18	26	-14*	44	26	4.5*	.
Nc1ccc([N+](=O)[O-])cc1F	101	96	108	94	112	103	101	101	89
COc1c(B(O)O)cccc1-c1nc2c(F)cc3n[nH]c(C)c3c2c2c1CCCC2	17	11	21	15	52	18	18	16	-22*
CC1COc2c(N3CCN(C)CC3)c(F)cc3c(=O)c(C(=O)N/N=C/c4c[nH]c5ccccc45)cn1c23 (centres undefined)	106	104	101	102	106	103	94	111	84
CC(C)NCC(O)COc1ccc(CC(N)=O)cc1 (centres undefined)	103	99	106	100	106	106	99	114	99
Cn1cc(-c2nn3cc(-c4cccnc4)nc3s2)c2cc(Cl)ccc21	97	99	97	101	114	96	97	89	100
O=C(CN1CCCCCC1)Nc1nc2ccc(NCc3ccc(Cl)cc3)cc2s1	96	76	97	98	114	96	99	109	94
Cc1ccnc(Nc2ccc([N+](=O)[O-])c(NCCN3CCOCC3)n2)c1	11	-13*	5.8*	28	14	58	8.5*	-45*	57
Fc1ccccc1-c1nc(-c2nc3ccc(Cl)cc3[nH]2)c2ccccn12	80	82	78	99	82	92	.	88	87
COc1ccc(-n2c(=S)sc3c(=O)[nH]c(C)nc32)c(OC)c1	106	102	105	98	102	101	106	103	.
Cc1cc(C)c2nc3c(c(C(O)C4CCCCN4)c2c1)CC/C3=C\c1ccc(Cl)cc1 (centres undefined)	81	86	94	92	90	93	95	85	77
O=C1/C(=C/c2cc3cc4c(cc3nc2Cl)OCO4)SC(=S)N1Cc1ccco1	84	69	98	94	114	97	89	107	67
Cc1cc(C)c(C#N)c(OCC#N)n1	106	107	105	104	116	97	101	119	76
O=c1[nH]c(-c2cccnc2)nc2sc3c(c12)CCCCCC3	87	58	93	96	105	105	93	108	94
CN1C(=O)N(C)C2C1NC(=O)N2CC(=O)Nc1ccccc1O (centres undefined)	100	100	105	97	93	98	102	109	73
O=C(O)c1c2cc(Br)ccc2nc2[nH]c(=O)[nH]c(=O)c12	101	99	107	100	104	105	103	106	89
N#CC(=S)Nc1ccc(Cl)c(Cl)c1	12	4.9*	2.6*	20	20	5.0*	14	-22*	-3.3*
O=C(O)/C=C/C(=O)Nc1ccc(Oc2ccc(Cl)cc2)cc1	107	106	99	104	104	108	91	118	106
C[C@@H]1O[C@H]1P(=O)(O)O	103	100	118	111	112	109	100	123	93
CC[P+](CC)(CC)c1ccccc1	115	116	107	108	112	102	99	107	81
CN(C)c1ccc(/C=C(\C#N)c2ccccc2)cc1	3.7*!	20&27&17	29&39&13	22&33&18	-29*!	36&53&61	29&29&26	-7.1*	4.2*!
COc1cc(/C=C2\C(=O)Nc3ccc(N(C)C)cc32)cc(OC)c1OC	9.4*	14	.	8.1*	49	36	17	28	-17*
CCOC(=O)C(Cc1cc(I)c(O)c(I)c1)NC(=O)c1ccccc1 (centres undefined)	100	96	102	94	119	99	99	108	94
CCCC1OCC(CC)([N+](=O)[O-])CO1 (centres undefined)	91	104	112	98	117	107	99	109	97
COc1ccc(/C=N/NC(=O)c2ccc(C)nc2)cc1	109	105	105	98	99	94	104	112	93
CC(C)(C)OC(=O)N1CCc2c(sc3ncnc(Nc4ccc(NC(=S)Nc5ccccc5)cc4)c23)C1	82	77	91	92	101	99	98	75	75
COc1ccc(/C=N/Nc2nc3c([nH]2)c(=O)n(C)c(=O)n3C)cc1	104	110	116	110	107	101	107	124	103
O=C1C(=O)N(Cc2cn(Cc3ccccc3)nn2)c2ccc(Cl)cc21	84	78	100	74	100	94	87	89	84
COc1ccc(/C=C/C(=O)n2cnc3c(N)ncnc32)cc1OC	56	68	81	33	105	82	50	76	67
CCCn1c(=S)sc2c(NCc3ccc(Cl)cc3Cl)nc(C)nc21	108	87	110	96	91	95	96	116	82

(more compounds)
SMILES	HT29	HCT-116	KM12	SW-620	HCC-2998	SNB-19	HCT-15	COLO 205	SNB-75
Nn1c(SCC(=O)Nc2ccc([N+](=O)[O-])cc2)nnc1-c1ccc(NC(=O)c2cccnc2)cc1	109	108	98	101	111	97	104	109	106
Nc1ccc(S(=O)(=O)Nc2cccc(NS(=O)(=O)c3ccc(N)cc3)c2)cc1	93	91	102	107	98	106	103	95	95
COc1cc(OC)c(NC(=O)c2cc3ccccc3cc2O)cc1Cl	101	18	18	22	62	51	49	67	87
COc1ccc(-c2cn[nH]c2-c2cc(OC)c3c(c2)OCCO3)cc1	1.7*	11	3.5*	26	25	60	21	-60*	-5.7*
C=C1c2nc3ccccc3n2C=C(c2ccc(OC)cc2)N1Cc1ccccc1	73	74	98	89	82	79	74	93	109
OCC(O)COc1ccc(Cl)cc1 (centres undefined)	119	102	102	106	111	111	108	136	78
C=C(C)[C@@H]1CC[C@]2(C(N)=O)CC[C@]3(C)[C@H](CC[C@@H]4[C@@]5(C)C/C(=C/c6cccnc6)[C@H](O)C(C)(C)[C@@H]5CC[C@]43C)[C@@H]12	-21*[100 µM]	7.1*[100 µM]	14[100 µM]	19[100 µM]	20[100 µM]	39[100 µM]	19[100 µM]	-37*[100 µM]	47[100 µM]
CCC(=O)OCC(=O)C1(OC(=O)CC)C(C)CC2C3CCC4=CC(=O)C=CC4(C)C3(Cl)C(O)CC21C (centres undefined)	103	89	98	105	104	91	98	96	84
CN(C)CCCOc1ccc(NC2=C(Cl)C(=O)C(Nc3ccc(OCCCN(C)C)cc3)=C(Cl)C2=O)cc1	-54*	-87*	-63*	-58*	-91*	-49*	-82*	-74*	-78*
CCSc1cnnc2ccccc12	106	106	113	113	101	106	105	111	89
Cc1ccc2oc(=O)cc(Cn3nnc(N)c3C#N)c2c1	98	92	105	91	96	92	98	98	88
COc1ccc(-c2cc(-c3ccccn3)[nH]c(=O)c2C#N)cc1	111	96	104	98	107	94	41	106	101
C#CCOC(=O)[C@]1(C)CCC[C@@]2(C)[C@H]1CC=C1C=C(C(C)C)CC[C@@H]12	99	106	101	100	113	92	111	115	.
NS(=O)(=O)c1ccc(CN2C(=O)c3cc(Cl)c(Cl)cc3C2=O)cc1	102	107	104	107	100	108	116	97	91
COC(=O)[C@]12CC[C@@H](C)[C@H](C)[C@@H]1C1=CC[C@@H]3[C@@]4(C)C[C@@H](OC(C)=O)[C@H](OC(C)=O)[C@@](C)(COC(C)=O)[C@@H]4[C@H](O)C[C@@]3(C)[C@]1(C)CC2	2.2*	9.4*	8.4*	21	5.8*	24	7.6*	-76*	35
N#CC1=C(N)Oc2cc(O)ccc2C1c1cc2ccccc2n2nnnc12 (centres undefined)	96	102	101	108	110	92	100	102	97
COC(=O)c1cccc(NC(=O)c2nnn(-c3ccc(C)cc3)c2C)c1	83	81	94	103	93	86	86	96	77
O=C(N/N=C/c1cccc(C(F)(F)F)c1)c1ccc(C(F)(F)F)nc1Nc1cccc(O)c1	107	106	120	110	109	104	99	120	97
CC(=O)N1CCN(C(=O)Cn2c(-c3ccc(Cl)cc3)csc2=N)CC1	86	93	95	106	99	84	86	97	74
O=C(N[C@@H](c1ccccc1)[C@H](N=Cc1ccccc1)c1ccccc1)c1ccccc1	91	106	109	103	104	101	104	111	109
COc1cc(NCC(O)CN2CCCCC2C)c2ncccc2c1 (centres undefined)	104	80	89	77	110	101	93	57	99
CCCCNC(=O)c1c(C)[nH]c(/C=C/C(=O)c2ccc(C(F)(F)F)c(F)c2)c1C	100	80	99	101	94	77	92	107	89
Nc1nc(C(=O)N/N=C/c2ccc(F)cc2)nn1-c1ccc(S(N)(=O)=O)cc1	99	101	97	99	107	95	108	112	83
N#CC(CCc1ccncc1)c1ccccc1 (centres undefined)	.	96	99	104	110	107	101	122	94
